S1P1 ag-PAM – S1P1 (human) agonism or agonism potentiation; actives 0.57% (n = 56,000); P21453; AID 449; activation, % at 9.5 µM; S1P1 CRE-bla cells, forskolin, beta-lactamase FRET, potentiator mode; S1P1 agonist co-added at EC20, 2 nM; 100% = saturating reference agonist, 0% = basal;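 active = activation above a cutoff set at the mean activation of all tested compounds plus 3 SD, cut at about 54% in these data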;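 also: forskolin at 4 µM as EC80 and the EC20 agonist is SEW2871; 100% = SEW2871 at its EC100 plus forskolin at EC80; some compounds past the cut are filed as inactive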
Target sequence (P21453 whole entry, looked up): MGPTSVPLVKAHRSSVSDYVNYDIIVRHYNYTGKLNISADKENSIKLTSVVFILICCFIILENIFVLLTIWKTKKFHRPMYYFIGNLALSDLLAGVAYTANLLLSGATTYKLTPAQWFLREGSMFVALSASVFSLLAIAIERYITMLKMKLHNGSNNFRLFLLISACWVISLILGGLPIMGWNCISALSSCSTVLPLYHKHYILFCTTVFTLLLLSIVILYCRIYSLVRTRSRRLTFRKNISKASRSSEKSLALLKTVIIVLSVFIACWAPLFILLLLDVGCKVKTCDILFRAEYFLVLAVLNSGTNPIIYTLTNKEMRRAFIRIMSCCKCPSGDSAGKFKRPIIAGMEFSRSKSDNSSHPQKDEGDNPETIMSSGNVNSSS
Abs 340nm – compounds absorbing at 340 nm. compound absorbance at 340 nm, fold over control. fold change at 10 µM. 65,000 tested, under 10 active. AID 708;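 active = at 10 µM dose, initial 340 nm absorbance at least 2 fold that of control wells; inactive = change under 2 fold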;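 also: initial absorbance extrapolated from kinetic A340 decline of NADH oxidation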
HER2 expr 66K – inhibitors of human Her2 kinase expression. actives 0.69% (n = 65,000). HER2 level % of control, % at 10 µM. SKBR-3 HER2 protein level, AlphaScreen, 18-24 h; stronger effect = lower value;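 active = HER2 level under 5% of the carrier-only control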;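 also: 100% = DMSO carrier and 0% = 500 nM PU-H71 HSP90 inhibitor; lower value means stronger loss of Her2 protein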
HTR1E antagonist – blocks the human 5-HT1E serotonin receptor. actives 0.99% (n = 65,000). AID 571. inhibition, % at 6 µM. CHO 5-HT1E Ga15 NFAT-bla reporter, FRET, antagonist;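 active = inhibition above a set limit, the mean inhibition across every tested compound plus 3 SD, cut at about 29% in these data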;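 also: signal is the 460 over 535 nm emission ratio of beta-lactamase substrate; 0% = agonist plus DMSO wells and 100% = wells without agonist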
Target sequence (P28566 whole entry, looked up): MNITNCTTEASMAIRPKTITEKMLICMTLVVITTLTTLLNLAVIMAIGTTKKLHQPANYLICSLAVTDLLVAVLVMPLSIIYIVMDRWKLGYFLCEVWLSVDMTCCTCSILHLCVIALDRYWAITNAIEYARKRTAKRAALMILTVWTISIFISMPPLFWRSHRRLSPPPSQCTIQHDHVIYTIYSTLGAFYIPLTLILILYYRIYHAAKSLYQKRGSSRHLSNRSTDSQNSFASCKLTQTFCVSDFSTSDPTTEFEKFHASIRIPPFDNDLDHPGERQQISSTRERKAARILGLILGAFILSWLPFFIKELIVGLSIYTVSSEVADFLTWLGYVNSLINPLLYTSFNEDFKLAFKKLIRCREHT
Fluor 339 460 – intrinsic fluorescence of library compounds, ex339/em460 – biochemical, MLSMR library, data from DPM-DC assay, artefact control, profiling panel | compound autofluorescence, ex339/em460 nm, NADH buffer; stronger effect = higher value; 1 = no-compound wells, NADH background | fluorescence fold increase at 10 µM | actives 5.5% (n = 65,000);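 active = at 10 µM, mean starting fluorescence two-fold or more over control wells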;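 also: signal is the first read of a kinetic run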
5HT1a antag – blocks the human serotonin 5-HT1a receptor | inhibition, % at 10 µM | actives 0.68% (n = 62,000) | CHO 5-HT1a Ga15 NFAT-bla reporter, antagonist mode;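 active = inhibition above the mean of all tested compounds plus 3 SD, cut at about 43% in these data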;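 also: receptor stimulated by 5-CT agonist at 100 nM near EC80; beta-lactamase reporter measured by ratiometric fluorescence of a cleavable substrate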
S1P3 agonist – S1P3 (human) receptor agonism; Q99500; S1P3 NFAT-BLA reporter cells, FRET ratio; relative to 1 µM S1P, basal subtracted; activation, % at 4.5 µM; actives 0.1% (n = 60,000);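 active = activation above the screen-wide mean plus 3 SD, cut at about 4.5% in these data, passing the limit was not always enough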; also: some compounds called inactive have numbers as strong as hits
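Assay system: CHO cells stably expressing human S1P3, Gα16 and NFAT-β-lactamase reporter. Timing: overnight plating, 4 h compound 37 °C, 2 h substrate RT. Signal: β-lactamase FRET emission ratio 460/535 nm. Measure: percent activation versus median 1 µM S1P response, basal-subtracted, per plate. Repeats: primary screen single test, confirmation screen in triplicate.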
MMP13 inh – MMP13 (human) collagenase inhibition | MMP-13 fTHP FRET cleavage, Mca fluorescence | inhibition, % at 4 µM | actives 0.07% (n = 65,000);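 active = inhibition above the mean of compound-free control plate wells plus 3 SD, cut at about 14% in these data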;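 also: 0% = DMSO wells and 100% = wells with reference MMP-13 inhibitor after basal subtraction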
HTR1E agonist – agonists of human 5-HT1E serotonin receptor. P28566. CHO 5-HT1E Ga15 NFAT-bla reporter, FRET; 0% DMSO wells, 100% control agonist wells. activation, % at 6 µM. actives 0.69% (n = 65,000). AID 574;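 active = activation above a set limit, the screen-wide mean activation plus 3 SD, cut at about 8.5% in these data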;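 also: 100% = positive control agonist at 1 µM giving full maximal response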
* = called active by the depositor; [ ] = remark or other dose.

Results for O=C1OCCC1Sc1nnc(-c2ccco2)o1 (configuration not stated) ?
S1P1 ag-PAM: -5; Abs 340nm: 1.1; HER2 expr 66K: 85; HTR1E antagonist: 4; Fluor 339 460: 1.1; 5HT1a antag: -4; S1P3 agonist: -0.3; MMP13 inh: -2; HTR1E agonist: -0.5

What do the screens show for `CCOC(=O)C1CCN(c2nc3ccccc3nc2C(C#N)C(=O)OCCOC)CC1` (configuration not stated)?
S1P1 ag-PAM: -15; Abs 340nm: 1; HER2 expr 66K: 105; HTR1E antagonist: -1; Fluor 339 460: 1.1; S1P3 agonist: -2.7; MMP13 inh: 11; HTR1E agonist: -0.6

What do the screens show for `O=C1C=C(O)CC(c2cccs2)C1` (configuration not stated)?
S1P1 ag-PAM: 5; Abs 340nm: 1; HER2 expr 66K: 87; HTR1E antagonist: -5; Fluor 339 460: 1.1; S1P3 agonist: -2.2; MMP13 inh: 2; HTR1E agonist: 0.2

What do the screens show for `CCCCC(=O)Nc1ccc(C(=O)N2CCN(C)CC2)cc1`?
Abs 340nm: 1; HER2 expr 66K: 87; HTR1E antagonist: -7; Fluor 339 460: 1; 5HT1a antag: -6; S1P3 agonist: 0.4; MMP13 inh: 5; HTR1E agonist: 0.8

What do the screens show for `CCNS(=O)(=O)c1ccc(OC)c(C)c1`?
Abs 340nm: 1; HER2 expr 66K: 72; HTR1E antagonist: -8; Fluor 339 460: 1.1; 5HT1a antag: 0; S1P3 agonist: -0.5; MMP13 inh: 7; HTR1E agonist: 0.2

What do the screens show for `c1ccc(OCCN2C3=NCCN3c3ccccc32)cc1`?
S1P1 ag-PAM: 10; Abs 340nm: 0.98; HER2 expr 66K: 110; HTR1E antagonist: 2; Fluor 339 460: 1.1; 5HT1a antag: 1; S1P3 agonist: -1.4; MMP13 inh: -2; HTR1E agonist: -0.5

How did N#Cc1c(-c2ccccc2)nc(N2CCCCCC2)[nH]c1=O do in these assays?
S1P1 ag-PAM: -15; Abs 340nm: 1; HER2 expr 66K: 104; HTR1E antagonist: -3; Fluor 339 460: 1; 5HT1a antag: 10; S1P3 agonist: -1.4; MMP13 inh: -1; HTR1E agonist: -2.4

What do the screens show for `Cc1ccc(-c2noc(CNCCCN(C)C)n2)cc1`?
S1P1 ag-PAM: -3; Abs 340nm: 1; HER2 expr 66K: 112; HTR1E antagonist: -12; Fluor 339 460: 1.1; 5HT1a antag: -9; S1P3 agonist: -0.7; MMP13 inh: 2; HTR1E agonist: 0.9

What do the screens show for `COCC(=O)NCCNc1nc2ccc(C)cc2cc1C`?
S1P1 ag-PAM: -24; Abs 340nm: 1.1; HER2 expr 66K: 71; HTR1E antagonist: -13; Fluor 339 460: 3.5*; 5HT1a antag: -14; S1P3 agonist: 0.1; MMP13 inh: -32; HTR1E agonist: -0.5

How did N#CC(C(=O)NCCc1ccccc1)c1nc2ccccc2nc1N1CCCCC1 (configuration not stated) do in these assays?
S1P1 ag-PAM: -4; Abs 340nm: 1; HER2 expr 66K: 96; HTR1E antagonist: -6; Fluor 339 460: 1.2; 5HT1a antag: -1; S1P3 agonist: -0.8; MMP13 inh: -1; HTR1E agonist: 0.0

What do the screens show for `CCOc1nc(-c2ccc(OC)cc2)ccc1-c1noc(C)n1`?
S1P1 ag-PAM: 52; Abs 340nm: 1.2; HER2 expr 66K: 115; HTR1E antagonist: 2; Fluor 339 460: 3.8*; 5HT1a antag: 0; S1P3 agonist: 0.1; MMP13 inh: -269[fluorescence artefact?]; HTR1E agonist: -0.5

Results for CN(C)c1ccc(S(=O)(=O)c2ccc(Cl)cc2)cc1 ?
S1P1 ag-PAM: 2; Abs 340nm: 1.1; HER2 expr 66K: 101; HTR1E antagonist: -6; Fluor 339 460: 1.9; 5HT1a antag: 2; S1P3 agonist: 0.1; MMP13 inh: -3; HTR1E agonist: 0.2

How did CCC1=[N+]([O-])C(C)(/C(C)=N\O)N(O)C1(C)C (configuration not stated) do in these assays?
S1P1 ag-PAM: 4; Abs 340nm: 1; HER2 expr 66K: 93; HTR1E antagonist: -6; Fluor 339 460: 1.1; 5HT1a antag: 1; S1P3 agonist: -0.7; MMP13 inh: -2; HTR1E agonist: -1.1

How did Nc1ccc2c3c(cccc13)CC2 do in these assays?
S1P1 ag-PAM: 34; Abs 340nm: 1; HER2 expr 66K: 68; HTR1E antagonist: 1; Fluor 339 460: 2.3*; S1P3 agonist: -0.7; MMP13 inh: -12; HTR1E agonist: -0.4

How did CCOC(=O)N1CCN(c2cc(=O)n(-c3ccc(OCC)cc3)c(=O)[nH]2)CC1 do in these assays?
S1P1 ag-PAM: -21; Abs 340nm: 0.98; HER2 expr 66K: 107; HTR1E antagonist: -7; Fluor 339 460: 1.1; 5HT1a antag: 6; S1P3 agonist: 0.3; MMP13 inh: -2; HTR1E agonist: -0.5

How did COc1ccc(OC)c(NC(=O)COC(=O)c2ccc(-n3cnnn3)cc2)c1 do in these assays?
S1P1 ag-PAM: -1; Abs 340nm: 1; HER2 expr 66K: 107; HTR1E antagonist: -14; Fluor 339 460: 1.1; 5HT1a antag: 2; S1P3 agonist: 0.3; MMP13 inh: -3; HTR1E agonist: 1.1

Results for Cc1ccc(NC(=O)CN(C)S(=O)(=O)c2cccc3cccnc23)cc1 ?
S1P1 ag-PAM: -7; Abs 340nm: 1; HER2 expr 66K: 70; HTR1E antagonist: 0; Fluor 339 460: 0.94; 5HT1a antag: 6; S1P3 agonist: -0.2; MMP13 inh: -1; HTR1E agonist: 0.3

How did CC(C)c1nnc(NC(=O)CCC(=O)NCC2CCCO2)s1 (configuration not stated) do in these assays?
S1P1 ag-PAM: -13; Abs 340nm: 1; HER2 expr 66K: 99; HTR1E antagonist: -9; Fluor 339 460: 0.99; 5HT1a antag: 3; S1P3 agonist: -0.8; MMP13 inh: 2; HTR1E agonist: 1.1

What do the screens show for `CC(Sc1ccc2nnc(-c3ccc(F)cc3)n2n1)C(=O)O` (configuration not stated)?
S1P1 ag-PAM: -37; Abs 340nm: 1.1; HER2 expr 66K: 75; HTR1E antagonist: -7; Fluor 339 460: 1.8; 5HT1a antag: -6; S1P3 agonist: 0.1; MMP13 inh: -15; HTR1E agonist: 0.2

What do the screens show for `Cc1ccc(C(C)NC(=O)c2c(C)noc2C)cc1C` (configuration not stated)?
S1P1 ag-PAM: -16; Abs 340nm: 1; HER2 expr 66K: 42; HTR1E antagonist: 5; Fluor 339 460: 1.1; 5HT1a antag: 10; S1P3 agonist: -1.1; MMP13 inh: -1; HTR1E agonist: 1.1

How did Cn1c(=O)n(Cc2ccc(F)cc2)c(=O)c2c1nc1n2CCCN1Cc1ccccc1 do in these assays?
S1P1 ag-PAM: 3; Abs 340nm: 0.98; HER2 expr 66K: 42; HTR1E antagonist: -5; Fluor 339 460: 1; 5HT1a antag: 2; S1P3 agonist: -0.9; MMP13 inh: 2; HTR1E agonist: 1.6

How did COc1ccc(-c2nnc3n2N=C(C)CS3)cc1OC do in these assays?
S1P1 ag-PAM: -30; Abs 340nm: 1; HER2 expr 66K: 108; HTR1E antagonist: -8; Fluor 339 460: 1.1; 5HT1a antag: -12; S1P3 agonist: -0.3; MMP13 inh: 3; HTR1E agonist: 0.1

How did Cc1cccc(NC(=O)Cn2cnc3c(cnn3-c3ccc(F)cc3)c2=O)c1C do in these assays?
S1P1 ag-PAM: -8; Abs 340nm: 1; HER2 expr 66K: 122; HTR1E antagonist: -16; Fluor 339 460: 1.1; 5HT1a antag: -21; S1P3 agonist: -1.5; MMP13 inh: 2; HTR1E agonist: 0.4

How did O=C(CSc1nnc(-c2ccc(Br)cc2)n1C1CCCCC1)N1CCCC1 do in these assays?
S1P1 ag-PAM: 14; Abs 340nm: 1; HER2 expr 66K: 108; HTR1E antagonist: 5; Fluor 339 460: 1.1; 5HT1a antag: 3; S1P3 agonist: 1.3; MMP13 inh: -2; HTR1E agonist: -0.6

What do the screens show for `N#Cc1sc2nc3c(c(-c4ccco4)c2c1N)CCCC3`?
S1P1 ag-PAM: -71; Abs 340nm: 1; HER2 expr 66K: 95; HTR1E antagonist: 31*; Fluor 339 460: 1.3; 5HT1a antag: -20; S1P3 agonist: -0.9; MMP13 inh: -1; HTR1E agonist: 1.4

Results for Cc1ccc(C)c2[nH]c(=O)c(CN(CC3CCCO3)C(=O)NC3CCCCC3)cc12 (configuration not stated) ?
S1P1 ag-PAM: -13; Abs 340nm: 1; HER2 expr 66K: 85; HTR1E antagonist: -18; Fluor 339 460: 1.6; 5HT1a antag: -6; S1P3 agonist: 0.9; MMP13 inh: -8; HTR1E agonist: -0.6

Results for CCn1c(=O)cc(OCC(=O)NCC2CCCO2)c2ccccc21 (configuration not stated) ?
S1P1 ag-PAM: -51; Abs 340nm: 1; HER2 expr 66K: 115; HTR1E antagonist: 1; Fluor 339 460: 1.1; 5HT1a antag: 0; S1P3 agonist: -0.7; MMP13 inh: 4; HTR1E agonist: -0.1

Results for Cc1noc(NS(=O)(=O)c2ccc(NC(=O)CSc3nc4ccccc4s3)cc2)c1C ?
S1P1 ag-PAM: -1; Abs 340nm: 1.1; HER2 expr 66K: 131; HTR1E antagonist: -3; Fluor 339 460: 1.1; 5HT1a antag: 14; S1P3 agonist: -0.6; MMP13 inh: 1; HTR1E agonist: 0.1

What do the screens show for `Cc1ccc(NC(=O)c2ccco2)c(NC(=O)CN2C(=O)c3ccccc3C2=O)c1`?
Abs 340nm: 1; HER2 expr 66K: 86; HTR1E antagonist: -2; Fluor 339 460: 1; 5HT1a antag: -1; S1P3 agonist: 0.1; MMP13 inh: 3; HTR1E agonist: 0.0

Results for COc1c(Br)cc2c(C)c(C(=O)O)oc2c1Br ?
S1P1 ag-PAM: -7; Abs 340nm: 0.99; HER2 expr 66K: 109; HTR1E antagonist: -5; Fluor 339 460: 1; 5HT1a antag: -4; S1P3 agonist: -0.4; MMP13 inh: 1; HTR1E agonist: -0.3

Results for COc1ccc(Cl)cc1NC(=O)C1CCCN(S(=O)(=O)c2cccc3nonc23)C1 (configuration not stated) ?
Abs 340nm: 1; HER2 expr 66K: 66; HTR1E antagonist: -2; Fluor 339 460: 1.1; 5HT1a antag: 5; MMP13 inh: 6; HTR1E agonist: 0.9

Results for O=C(O)CSc1nc2c(c(=O)[nH]1)CCCC2 ?
Abs 340nm: 1; HER2 expr 66K: 134; HTR1E antagonist: -6; Fluor 339 460: 1.1; 5HT1a antag: -4; MMP13 inh: 9; HTR1E agonist: -0.1

How did COC(=O)Cc1c(C)c2c(O)cc(C)cc2oc1=O do in these assays?
S1P1 ag-PAM: 0; Abs 340nm: 1.1; HER2 expr 66K: 96; HTR1E antagonist: -9; Fluor 339 460: 2.1*; 5HT1a antag: -4; S1P3 agonist: -0.6; MMP13 inh: -12; HTR1E agonist: -1.1

Results for CCOC(=O)c1c(C)nn(Cc2cccc(Cl)c2)c1N ?
S1P1 ag-PAM: -17; Abs 340nm: 0.98; HER2 expr 66K: 80; HTR1E antagonist: 5; Fluor 339 460: 1.1; 5HT1a antag: 24; S1P3 agonist: 0.9; MMP13 inh: 8; HTR1E agonist: -0.2

High-throughput results deposited in PubChem by several laboratories.
